Growth percent in the NCI-60 one-dose screen (48 h, 10 µM unless noted): 100 = growth as untreated, 0 = no growth, -100 = all killed.
SK-OV-3: SK-OV-3 ovarian cancer cells. 80,000 tested, 3.2% active. AID 1794785
OVCAR-5: OVCAR-5 ovarian cancer. 82,000 tested, 2.9% active. AID 1794783
OVCAR-3: OVCAR-3 ovarian cancer; AID 1794787; 79,000 tested, 7% active
U251: U251 CNS tumor cells; 80,000 tested, 5.4% active; AID 1794753
OVCAR-4: OVCAR-4 ovarian cancer cells. 80,000 tested, 3.7% active
SF-295: SF-295 CNS cancer cells; 79,000 tested, 5.6% active
OVCAR-8: OVCAR-8 ovarian cancer | AID 1794782 | 81,000 tested, 4.4% active
PC-3: PC-3 prostate cancer cells. 80,000 tested, 3.9% active
DU-145: DU-145 prostate cancer | 81,000 tested, 4.2% active | AID 1794760
* = called active by the depositor; . = not tested or not shown; & = joins results of further samples; [ ] = dose if it differs, or a comment. Rule for the calls: active = growth percent below 10; inactive = the rest.

SMILES	SK-OV-3	OVCAR-5	OVCAR-3	U251	OVCAR-4	SF-295	OVCAR-8	PC-3	DU-145
Cn1c(=O)c2[nH]c(C3CC=CCC3)nc2n(C)c1=O (stereo not given)	99.1	94.7	104.5	105.5	110.8	89.5	105.8	87.6	101.2
O/N=C(\CSc1nnc(-c2ccccc2)o1)c1ccc(Cl)cc1	91.2	89.4	102.9	90.4	103.0	97.9	106.3	97.0	102.1
Cn1c2ccccc2c2c3c(c4c5ccc(Br)cc5oc4c21)C(=O)N(O)C3=O	101.3	110.2	.	60.5	85.3	53.4	73.1	65.8	86.1
COc1cc(C(=O)OCCCN2CCOCC2)cc(OC)c1OC	102.1	100.6	103.4	98.4	98.5	106.0	104.1	92.4	102.6
C/C1=C\CC[C@@]2(C)O[C@H]2[C@H]2OC(=O)C(COc3ccc4ccccc4c3)[C@@H]2CC1 (stereo not given in full)	92.7	110.8	96.3	94.9	96.7	102.7	109.7	81.1	103.8
CC1(C)CC[C@]2(CO)CC[C@]3(C)[C@H](CC[C@@H]4[C@@]5(C)CC[C@H](O)C(C)(C)[C@@H]5CC[C@]43C)[C@H]2[C@H]1O	92.3	113.7	74.7	62.3	58.5	86.4	64.5	68.2	77.7
Cc1ccc2nc(NC(=O)CSc3nc(-c4ccc(F)cc4)c(C#N)c(=O)[nH]3)sc2c1	84.2	105.3	118.9	107.9	107.3	103.9	107.1	104.5	118.6
OCCc1ccccc1	101.1	106.0	113.4	87.8	102.4	94.5	94.8	92.6	115.2
CCn1cc(/C=C(/SS/C(=C/c2cn(CC)c3cccc(C(=O)O)c23)C(=O)O)C(=O)O)c2c(C(=O)O)cccc21	106.9	106.8	102.4	103.1	102.4	99.5	102.3	91.8	105.8
c1coc(-c2cc3nc(N4CCOCC4)nc(-c4ccco4)n3n2)c1	98.5	96.3	105.0	106.0	104.8	93.7	102.2	100.1	115.4
O=c1c([N+](=O)[O-])cnc2nc(Nc3ccc(Cl)cc3)[nH]n12	105.4	100.3	112.9	102.4	112.3	99.5	101.4	104.4	100.8
c1cc[n+](C[n+]2ccccc2)cc1	107.4	113.6	123.6	105.7	115.7	109.6	112.9	109.5	113.0
CCOC(=O)c1ccc2c(c1)[n+](=O)c(C(C)=O)c(C)n2[O-]	93.2	104.7	107.5	99.7	99.9	98.5	93.9	86.7	98.4
CC[C@]12C=CCN3CC[C@@]4(c5ccc(OC)cc5N(C)[C@H]4[C@@](O)(C(=O)OC)[C@@H]1OC(=O)CCC[P+](c1ccccc1)(c1ccccc1)c1ccccc1)[C@@H]32	-21.0*	21.4	-2.5*	4.0*	-3.6*	23.3	3.1*	2.1*	18.0
CN1CCc2nc3sc(C(N)=O)c(N)c3c(-c3cccs3)c2C1	57.4	15.1	-32.5*	27.4	64.5	21.7	22.2	32.5	10.2
O=C1c2c(c3c4ccccc4[nH]c3c3ccc4ccccc4c23)C(=O)N1CCN1CCCCC1	53.7	74.8	51.1	10.8	64.8	30.4	25.6	53.3	26.2
COc1cc(-c2c3c(cn2Cc2ccccc2)-c2oncc2CCC3)cc(OC)c1OC	86.6	94.8	.	93.3	103.4	83.7	88.7	78.6	97.5
CCN1CCOC1=O	108.8	91.6	116.7	97.8	110.2	103.1	93.9	90.0	122.1
Cc1ncc(CSSCc2cnc(C)c(O)c2CO)c(CO)c1O	108.2	91.7	109.8	106.2	98.7	98.3	107.8	97.1	114.5
CC(=O)Nc1ccc(S(=O)(=O)Nc2cccc(-c3nc(-c4ccc(NC(=O)c5cccnc5)cc4Cl)no3)c2)cc1	20.9	84.7	20.7	29.7	53.0	42.2	38.8	25.8	54.6
COc1ccc(C(=O)c2cc(F)c(F)c(OC)c2F)cc1OC(=O)CCl	45.9	102.7	13.7	31.3	81.7	85.2	51.1	38.4	57.2
CCCSc1nc(Oc2ccccc2/C=C2/SC(=O)NC2=O)c(C#N)c(-c2ccc(F)cc2)n1	110.2	106.1	.	102.0	100.5	96.1	108.9	98.7	111.5
CC(C)=CCC[C@](C)(OCCC#N)[C@H]1CC[C@]2(C)[C@@H]1CC[C@@H]1[C@@]3(C)CC[C@H](OCCC#N)C(C)(C)[C@@H]3CC[C@]12C	90.6	108.4	84.6	82.3	93.0	86.2	95.8	63.4	100.7
CC(=O)Nc1c(Cl)cc(N)cc1Cl	105.8	105.4	123.2	98.4	113.0	93.7	102.5	85.8	110.1
Cc1ccc(-c2cc(CS(=O)(=O)N3CC=CC3)on2)cc1	107.6	102.6	106.4	103.4	119.1	99.0	103.7	110.0	105.3
COC(=O)[C@H](Cc1ccccc1)NC[C@@H](O)CN1C(=O)/C(=C\c2cc(OC)c(OC)c(OC)c2)c2ccccc21	101.1	111.3	96.7	90.1	86.7	109.4	86.4	92.7	104.8
Cc1ccc(/C=C2\CN(C(=O)CCN3CCC(=NO)CC3)C/C(=C\c3ccc(C)cc3)C2=O)cc1	87.8	-8.3*	8.7*	-49.6*	20.9	-1.8*	20.4	11.7	21.6
CCCCSc1nc(N/N=C/c2cc(Cl)ccc2O)c(C#N)c(-c2ccc(Cl)cc2)n1	84.0	97.1	75.3	70.6	86.3	84.4	69.9	50.0	84.9
CCc1ccc(-c2cn3ccnc3c(-c3ccc4ncn(Cc5ccccc5)c4c3)n2)cc1	99.4	85.1	68.8	53.9	64.9	48.8	69.2	49.6	80.9
O/N=C1/CCSc2ccccc21	102.7	99.4	104.5	.	96.5	95.8	99.5	88.6	105.2
NC1C(=O)NC(=O)NC1=S (stereo not given)	104.3&123.4	102.3&108.8	103.1	93.9&98.3	111.8&107.1	99.9&102.6	100.0&103.4	105.9&110.2	103.4&111.3
O=C(Nc1ccc(OCc2nc3ccccc3[nH]2)cc1)Nc1ccc(Cl)c(Cl)c1	100.4	105.7	73.6	81.1	85.3	68.4	63.5	79.5	82.8
C#CC(C)(O)c1ccc(Cl)cc1 (stereo not given)	90.3	106.7	.	97.8	101.7	90.8	104.8	96.6	112.0
N#C/C(=C\c1ccccc1)C(=O)Nc1ncc(Cc2ccccc2)s1	103.0	94.3	104.2	92.1	102.3	94.8	99.6	85.9	96.5
Cc1[nH]c(=O)[nH]c(=O)c1CO	108.7	90.7	102.3	99.7	103.8	105.8	105.6	93.5	99.9
Cc1ccc(C(=O)NNC(=O)CSc2nc3ccccc3c(=O)[nH]2)cc1	115.8	103.7	103.0	104.0	104.0	96.3	97.8	90.4	104.8
O=C(Nc1cccc([N+](=O)[O-])c1)c1cccc([N+](=O)[O-])c1	108.0	127.0	114.8	92.8	.	103.1	105.4	89.8	113.4
O=C(CC(=O)c1ccccc1)Nc1cccc([N+](=O)[O-])c1	103.9	96.2	111.6	101.6	.	.	106.2	101.8	107.8
CCCCCCCCN(CCCCCCCC)CC(O)c1ccc(Br)c(C)c1 (stereo not given)	78.3	.	50.1	41.6	80.4	79.1	70.2	65.6	88.2
Nc1nc2nc(Br)[nH]c2c(=O)[nH]1	106.7	106.9	113.1	100.3	100.9	103.8	100.5	95.3	109.5
CC(C)(C)c1ccc(NCc2cn(-c3ccc(C(F)(F)F)cc3)nc2-c2ccc(C(=O)O)cc2)cc1	84.6	101.7	80.5	61.2	81.5	80.4	68.1	61.4	82.4
CN1C(=O)/C(=C2/C(=O)N(C)c3ccccc32)S/C1=N\Nc1ccccc1	86.4	102.3	107.9	101.0	96.4	94.5	92.5	91.5	106.1
CC(=O)Nc1ccc2ncc(C(N)=O)c(Nc3ccc(Cl)cc3)c2c1	98.5	92.7	104.1	84.7	.	103.7	83.9	78.2	92.2
Cc1nn(-c2ccc(Cl)cc2)c2c1C(c1ccc(O)cc1)C(C#N)=C(N)O2 (stereo not given)	97.4	116.9	118.7	97.1	118.4	106.4	101.4	99.3	109.9
CCCCCCCCCCCCC[C@@H](O)C[C@H](O)[C@H](C)N	103.7[1 µM]	113.8[1 µM]	108.4[1 µM]	93.5[1 µM]	103.4[1 µM]	93.4[1 µM]	89.0[1 µM]	94.7[1 µM]	78.7[1 µM]
O=C(CBr)c1cc2ccccc2c2ccccc12	105.4	93.9	101.0	98.7	95.6	100.1	95.2	83.2	101.1
Cc1[nH]c2cccc3c2c1CCN1C(=O)OC(C)(C)C31C (stereo not given)	108.4	102.8	105.8	97.5	99.4	.	100.5	83.9	115.9
O=C(c1ccccc1)C1CC=CCC1C(=O)c1ccccc1 (stereo not given)	108.0	110.4	108.6	101.6	107.7	112.8	109.4	98.1	111.4
COc1ccc(C(=O)Nc2c(Cl)cccc2Cl)cc1OC	95.8	107.4	111.6	98.3	99.9	94.6	98.9	94.9	103.0
CC(=O)N(O)c1ccc(/C=C/c2ccccc2)cc1	9.5*	33.1	42.0	14.1	54.7	-26.7*	32.1	36.1	3.5*
O=C(O)c1cn(C2CC2)c2cc(N3CCN(C(=O)C[n+]4ccccc4)CC3)c(F)cc2c1=O	109.6	104.3	107.2	92.4	89.4	101.0	104.6	106.2	101.6
C[C@]12CC[C@@H]3c4cc(-c5ccc(F)cc5)c(O)cc4CC[C@H]3[C@@H]1CC[C@@H]2O	80.4	64.7	57.8	55.8	62.3	65.4	65.4	48.8	82.4
COc1ccc(-n2nc3c(c2-c2cc(OC)c(OC)c(OC)c2)-c2oncc2CC3)cc1	96.4	85.0	79.4	81.2	86.9	75.7	89.3	82.6	.
CC[C@@]12CC(C(=O)OC)=C3Nc4cc5c(cc4[C@@]34CCN(C[C@H]3O[C@H]31)[C@@H]24)[C@@H]1[C@H](O5)[C@@H](O)[C@@]2(CC)CC(C(=O)OC)=C3Nc4cc(O)ccc4[C@@]34CCN1[C@@H]24	-32.4*	-74.7*	-15.7*	-57.5*	-39.0*	-63.0*	2.3*	15.9	7.5*
CS(=O)(=O)c1ccc(NN2C(=O)CSC2c2ccc(F)cc2)cc1 (stereo not given)	.	102.7	104.2	96.0	105.5	108.0	101.8	91.6	107.9
CC(=O)C(=Cc1cccc([N+](=O)[O-])c1)C(C)=O	88.5	98.6	105.6	98.5	98.9	95.0	94.9	99.9	99.9
NC(=O)N1CCN(C(N)=O)CC1	106.2	100.3	113.5	101.0	111.6	100.3	97.2	92.8	104.2
Cc1cccc(C)c1OCCN(C)C	109.3	101.5	109.9	94.4	110.2	99.4	100.6	93.0	.
Cc1cn([C@@]2(CF)O[C@H](CO)C2C)c(=O)[nH]c1=O (stereo not given in full)	103.2	100.1	.	102.4	114.5	119.4	107.5	118.2	108.2
Cc1ccccc1Nc1nc(N)nc(C)c1Br	97.1	100.7	111.2	101.5	108.3	93.5	98.3	.	120.9

Ordered by molar mass (highest first): some entries from above.
SMILES	SK-OV-3	OVCAR-5	OVCAR-3	U251	OVCAR-4	SF-295	OVCAR-8	PC-3	DU-145
O=C(O)c1cn(C2CC2)c2cc(N3CCN(C(=O)C[n+]4ccccc4)CC3)c(F)cc2c1=O	109.6	104.3	107.2	92.4	89.4	101.0	104.6	106.2	101.6
Cc1nn(-c2ccc(Cl)cc2)c2c1C(c1ccc(O)cc1)C(C#N)=C(N)O2 (stereo not given)	97.4	116.9	118.7	97.1	118.4	106.4	101.4	99.3	109.9
CC(=O)Nc1ccc2ncc(C(N)=O)c(Nc3ccc(Cl)cc3)c2c1	98.5	92.7	104.1	84.7	.	103.7	83.9	78.2	92.2
COc1ccc(C(=O)Nc2c(Cl)cccc2Cl)cc1OC	95.8	107.4	111.6	98.3	99.9	94.6	98.9	94.9	103.0
Cc1ccccc1Nc1nc(N)nc(C)c1Br	97.1	100.7	111.2	101.5	108.3	93.5	98.3	.	120.9
Cc1[nH]c2cccc3c2c1CCN1C(=O)OC(C)(C)C31C (stereo not given)	108.4	102.8	105.8	97.5	99.4	.	100.5	83.9	115.9
Cc1cn([C@@]2(CF)O[C@H](CO)C2C)c(=O)[nH]c1=O (stereo not given in full)	103.2	100.1	.	102.4	114.5	119.4	107.5	118.2	108.2

Carrying on:
SMILES	SK-OV-3	OVCAR-5	OVCAR-3	U251	OVCAR-4	SF-295	OVCAR-8	PC-3	DU-145
Cc1nc2ccccc2c(=O)n1-c1cccc(OCc2cn(-c3ccc(O)cc3)nn2)c1	105.8	109.7	96.0	94.6	106.0	100.1	92.8	90.5	100.8
Cc1ccc(C2=Nn3c(nnc3-n3[nH]c(=O)c4ccccc4c3=O)SC2)cc1	100.0	97.7	100.6	89.6	87.3	101.2	96.6	95.9	107.9
Cc1cc(C)cc(Nc2c(Nc3cc(C)cc(C)c3)c(=O)c2=O)c1	97.8	105.4	108.1	89.6	96.1	97.8	104.2	97.6	101.1
O=[N+]([O-])c1cc(F)c(F)cc1F	119.7	121.6	111.8	114.9	.	119.0	108.0	95.4	107.4
Fc1ccc(-c2nnc(-c3c(-c4ccccc4)nc4ncccn34)o2)cc1	107.5	93.9	107.8	112.1	102.4	82.5	105.3	94.5	96.4
Cc1nc2ccc(Br)cn2c1-c1nnc(SCc2c(F)c(F)c(F)c(F)c2F)o1	.	110.2	105.5	79.6	80.5	102.1	97.5	92.2	98.5
CN1C(=O)C2(Nc3ccccc3-c3ccnn32)c2cc(Cl)ccc21 (stereo not given)	101.2	111.1	94.4	100.5	108.7	98.8	98.6	91.2	103.3
C/C(=N\Nc1ccc(S(N)(=O)=O)cc1)c1cc2cc(Br)ccc2o1	.	103.0	113.7	96.8	.	100.0	95.5	104.0	108.1

Full records as entered above. Order of screens: SK-OV-3, OVCAR-5, OVCAR-3, U251, OVCAR-4, SF-295, OVCAR-8, PC-3, DU-145
Cc1cc(C)cc(Nc2c(Nc3cc(C)cc(C)c3)c(=O)c2=O)c1 reads 97.8, 105.4, 108.1, 89.6, 96.1, 97.8, 104.2, 97.6, 101.1
Cc1nc2ccccc2c(=O)n1-c1cccc(OCc2cn(-c3ccc(O)cc3)nn2)c1 reads 105.8, 109.7, 96.0, 94.6, 106.0, 100.1, 92.8, 90.5, 100.8

Screening results as filed in PubChem BioAssay.
